EPAC2 antagonist – antagonists of human EPAC2; EPAC2 GEF exchange of Rap1B-BODIPY-GDP, fluorescence; Potency, µM (titrated, usually from 114 µM), for inactives: top-dose activity, negative = inhibition, most hits filed as inhibitors; 360,000 tested, 0.18% active; AID 720708; further: potency means the concentration at half of the fitted maximal effect; on the % scale 0 is the no-effect control and ±100 the full control effect; nearly all actives have a fitted effect of over 45% in size; many of its hits are not listed in these tables
Target sequence (Q8WZA2 whole entry, looked up): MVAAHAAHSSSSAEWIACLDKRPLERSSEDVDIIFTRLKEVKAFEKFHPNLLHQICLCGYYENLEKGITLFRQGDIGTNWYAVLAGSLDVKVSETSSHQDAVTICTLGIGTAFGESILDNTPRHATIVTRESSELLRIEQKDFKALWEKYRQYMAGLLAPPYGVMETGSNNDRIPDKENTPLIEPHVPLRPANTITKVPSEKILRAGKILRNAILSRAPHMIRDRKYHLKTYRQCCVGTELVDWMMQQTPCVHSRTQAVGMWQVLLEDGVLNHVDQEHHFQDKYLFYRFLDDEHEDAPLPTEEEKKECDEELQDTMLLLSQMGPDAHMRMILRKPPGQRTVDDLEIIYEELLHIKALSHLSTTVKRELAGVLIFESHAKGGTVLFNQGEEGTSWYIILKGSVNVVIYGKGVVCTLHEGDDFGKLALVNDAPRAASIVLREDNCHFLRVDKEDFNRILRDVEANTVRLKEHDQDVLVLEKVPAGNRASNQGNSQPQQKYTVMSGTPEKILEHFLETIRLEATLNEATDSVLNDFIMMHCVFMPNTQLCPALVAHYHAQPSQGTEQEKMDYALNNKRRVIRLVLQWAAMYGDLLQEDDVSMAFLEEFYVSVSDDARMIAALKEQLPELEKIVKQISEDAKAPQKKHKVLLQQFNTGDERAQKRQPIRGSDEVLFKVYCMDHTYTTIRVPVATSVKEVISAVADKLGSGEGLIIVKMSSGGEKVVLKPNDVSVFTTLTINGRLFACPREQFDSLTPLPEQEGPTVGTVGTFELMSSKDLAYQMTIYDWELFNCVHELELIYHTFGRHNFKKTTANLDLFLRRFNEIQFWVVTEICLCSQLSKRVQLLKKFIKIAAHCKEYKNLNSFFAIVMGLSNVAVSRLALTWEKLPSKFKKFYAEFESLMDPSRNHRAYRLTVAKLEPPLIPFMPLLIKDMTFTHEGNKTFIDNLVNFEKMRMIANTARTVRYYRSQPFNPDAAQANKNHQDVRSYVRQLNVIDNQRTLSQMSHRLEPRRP
FUS yeast rescue – FUS proteinopathy suppression in yeast; S. cerevisiae FUS-expressing, growth rescue, OD600, 24 h; AID 1347120; Potency, µM (series often up to 76.6 µM), inactives show at the highest dose growth rescue (activation), most hits filed as activators; 390,000 tested, 0.24% active;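 further: potency means the concentration at half of the fitted maximal effect; plate controls were DMSO vehicle for no effect and reference control for full effect; nearly all actives have a fitted effect of over 55% in size; some results filed as inactive show a strong effect at the top dose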
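Galactose (2%) drives FUS expression in yeast precultured in raffinose; seeding density OD 0.005. Test compounds incubated 24hr at 30C and 99% humidity before absorbance at 600 nm was measured.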
DRD3 agonist – D3 dopamine receptor (human) agonism; P35462; D3R DiscoveRx beta-arrestin cells, luminescence, 90 min; max activation, %; 410,000 tested, 0.58% active; in the data active means max activation above about 30%; further: 0% is about no effect; mostly tested at two doses, the higher about 12 µM
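Agonist mode: compounds and dopamine controls were applied to plated cells for 90 min at 37 degrees C after an overnight attachment at 1500 cells/well. Luminescent read-out followed 30 - 60 minutes at room temperature with DiscoveRx detection reagent.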
aSyn rescue – rescues yeast growth from alpha-synuclein toxicity; Potency, µM (doses to about 46.1 µM), for inactives: top-dose growth rescue (activation), usual class: activators; AID 652106; 370,000 tested, 0.14% active; Yeast expressing alpha-synuclein, growth rescue, BacTiter-Glo, 24 h; further: potency means the concentration at half of the fitted maximal effect; % of control where 0% means no effect; nearly all actives have a fitted effect of over 65% in size
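Readout is rescue of growth in alpha-synuclein-expressing yeast, so inhibitors of toxicity appear as activators. Growth after 24 hr at 30 deg C in galactose medium is quantified by luminescence.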
TDP-43 yeast inh – inhibitors of TDP-43 toxicity in yeast; AID 652104; TDP-43 expressing yeast growth rescue, BacTiter-Glo, 24 h; Potency, µM (doses to about 46.1 µM), for the others: at the top dose growth rescue (activation), usual class: activators; 410,000 tested, 1.8% active; further: potency means the concentration at half of the fitted maximal effect; % of control where 0% means no effect; nearly all actives have a fitted effect of over 50% in size
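In this qHTS, compounds that restore growth of yeast expressing TDP-43 appear as activators. Cells (OD600=0.02, galactose medium, raffinose-pregrown) are incubated with compound 24 hr at 30 deg C and growth is quantified by BacTiter-Glo.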
D3 antag – antagonists of human D3 dopamine receptor; AID 652054; 360,000 tested, 2.5% active; P35462; D3R cells, DiscoveRx beta-arrestin luminescence, antagonist mode; active compounds read low; max response, negative = inhibition, %; in the data active means max response below about -50%; inconclusive means no clear call, values can overlap the other calls; further: on the % scale 0 is the no-effect control and ±100 the full control effect; mostly tested at two doses, the higher about 12 µM
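Cells expressing the human receptor were seeded at 1500 cells/well, incubated overnight at 37 degrees C in 5% CO2, then exposed to library compounds with dopamine controls for 90 minutes at 37 degrees C before luminescent detection.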
EPAC2 ag – activates human EPAC2 exchange factor; Potency, µM (top dose mostly 154 µM), inactives show at the highest dose activation, actives largely listed as activators; AID 720711; EPAC2 activation, biochemical qHTS; response scale: 100% = 6.5 mM cAMP response; 360,000 tested, 0.079% active; further: potency means the concentration at half of the fitted maximal effect; nearly all actives have a fitted effect of over 50% in size
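Guanine nucleotide exchange by EPAC2 is measured as reduced fluorescence of BODIPY-GDP once it is released from 250 nM Rap1B. Plates are read kinetically for 30 min at room temperature; results are scaled to 6.5 mM cAMP.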
Abeta yeast res – compounds reversing amyloid beta toxicity in yeast. yeast expressing A-beta42, growth rescue, OD600, 48 h; response scale: 0% DMSO, 100% iron-clioquinol control. Potency, µM (doses to about 46.1 µM), without a hit: at the highest dose growth rescue, actives largely listed as activators. 410,000 tested, 0.063% active; further: potency means the concentration at half of the fitted maximal effect; nearly all actives have a fitted effect of over 55% in size
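Growth rescue measured by 600 nm absorbance after 48 h yeast culture at 30 C with compound. Values normalized between DMSO and an equimolar ferric chloride plus clioquinol control.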
* marks the source's active call; other numbers are inactive results; [ ] = dose if it differs, or a comment. Unless noted, the call rests on the fitted dose curve; in most records, active means well fitted curve in the direction sought with a large enough effect; inconclusive means small, poorly fitted or top-dose-only effect, or another doubt; inactive means no such curve, though single readings can be large; an effect the other way counts as inactive or inconclusive. This is a subset; rates above refer to the full screens.

For O=C(COC(=O)c1ccc(S(=O)(=O)NCc2ccco2)cc1)Nc1ccc(OC(F)F)cc1 the results were EPAC2 antagonist 5%, FUS yeast rescue 10%, DRD3 agonist 0, aSyn rescue 1%, TDP-43 yeast inh -17%, D3 antag 17, EPAC2 ag -9% and Abeta yeast res 7%.
CC1CCCN(S(=O)(=O)c2cc3c4c(c2)CCN4C(=O)CC3)C1 (stereo unspecified) was read as EPAC2 antagonist 1%, FUS yeast rescue 3%, DRD3 agonist -11, aSyn rescue 3%, TDP-43 yeast inh 1%, D3 antag -13, EPAC2 ag 7% and Abeta yeast res -7%.
Screening CN(C)c1ccccc1C(=O)c1ccccc1N(C)C returned EPAC2 antagonist 0%, FUS yeast rescue 8%, DRD3 agonist -2, aSyn rescue 3%, TDP-43 yeast inh inconclusive, D3 antag -20, EPAC2 ag 12% and Abeta yeast res -9%.
For COCCNC(=S)N1CCC(c2nc(-c3ccc(F)cc3)no2)CC1 the results were EPAC2 antagonist -5%, FUS yeast rescue 11%, DRD3 agonist -7, aSyn rescue 0%, TDP-43 yeast inh 22%, D3 antag -2, EPAC2 ag 1% and Abeta yeast res 19%.
`Nc1nc(N2CCN(C(=O)c3ccco3)CC2)nc2ccc(Br)cc12` gave EPAC2 antagonist -5%, FUS yeast rescue 3%, DRD3 agonist 3, aSyn rescue 14%, TDP-43 yeast inh 4%, D3 antag 49, EPAC2 ag 3% and Abeta yeast res -20%.
CCCC(=O)Nc1ccc2nc(SCC(=O)N3CCCC3)sc2c1 was read as EPAC2 antagonist 13%, FUS yeast rescue 20%, DRD3 agonist -10, aSyn rescue -1%, TDP-43 yeast inh -25%, D3 antag -11, EPAC2 ag -7% and Abeta yeast res -19%.
Screening O=C(O)CCCCCNC(=O)OCC1c2ccccc2-c2ccccc21 returned EPAC2 antagonist 7%, FUS yeast rescue 22%, DRD3 agonist 0, aSyn rescue 3%, TDP-43 yeast inh -3%, D3 antag 20, EPAC2 ag 11% and Abeta yeast res -8%.
O=C(CCl)N(CCCNC(=O)C(F)(F)F)c1ccc([N+](=O)[O-])cc1 was read as EPAC2 antagonist -1%, FUS yeast rescue 13%, DRD3 agonist -8, aSyn rescue 0%, TDP-43 yeast inh -10%, D3 antag -22, EPAC2 ag -1% and Abeta yeast res -8%.
Screening O=C(Nc1ccccc1C(=O)NCCc1ccccc1)c1cnccn1 returned EPAC2 antagonist 1%, FUS yeast rescue 35%, DRD3 agonist 2, aSyn rescue 3%, TDP-43 yeast inh -8%, D3 antag 11, EPAC2 ag 3% and Abeta yeast res 5%.
Screening O=C1NC[C@H](Cc2ccccc2)N(CC2CCN(CCC34CC5CC(CC(C5)C3)C4)CC2)C1=O returned EPAC2 antagonist -2%, FUS yeast rescue -14%, DRD3 agonist -43, aSyn rescue -2%, TDP-43 yeast inh -13%, D3 antag 0, EPAC2 ag 7% and Abeta yeast res -16%.
For COc1cc(/C=N/NC(=O)CCn2nc(C)cc2C)ccc1O the results were EPAC2 antagonist 6%, FUS yeast rescue 3%, DRD3 agonist 5, aSyn rescue -24%, TDP-43 yeast inh -5%, D3 antag -8, EPAC2 ag 10% and Abeta yeast res -1%.
OC(COc1ccccc1)Cn1c2ccccc2c2ccccc21 (stereo unspecified) was read as EPAC2 antagonist -1%, DRD3 agonist 2, aSyn rescue 22%, TDP-43 yeast inh 18µM*, D3 antag 10, EPAC2 ag 5% and Abeta yeast res inconclusive.
`COc1cc(NC(=O)NC(C)c2c(-n3cccc3)sc3c2CCCC3)cc(OC)c1OC` (stereo unspecified) gave FUS yeast rescue inconclusive, DRD3 agonist 1, TDP-43 yeast inh 2%[9.22 µM] and Abeta yeast res 13%.
O=C(Nc1cccc(C(=O)N2CCN(c3ccc(F)cc3)CC2)c1)c1nsc2ccccc12 was read as FUS yeast rescue inconclusive, DRD3 agonist -3, TDP-43 yeast inh inconclusive and Abeta yeast res 9%.
Screening Cc1ccc(/C=N/Nc2ccc3ccccc3n2)o1 returned EPAC2 antagonist -11%, FUS yeast rescue 3%, DRD3 agonist -4, aSyn rescue 1%, TDP-43 yeast inh 15%, D3 antag -16, EPAC2 ag 8% and Abeta yeast res 1%.
Screening CCOC(=O)C1=C(COC(=O)CNC(=O)c2ccc(C(C)(C)C)cc2)NC(=O)NC1C (stereo unspecified) returned EPAC2 antagonist 6%, FUS yeast rescue 23%, DRD3 agonist -8, aSyn rescue -1%, TDP-43 yeast inh -2%, D3 antag 25, EPAC2 ag 0% and Abeta yeast res -2%.
Screening COc1ccc(C2/C(=C(/O)c3ccccc3)C(=O)C(=O)N2CC(C)O)c(OC)c1 (stereo unspecified) returned EPAC2 antagonist -12%, FUS yeast rescue 20%, DRD3 agonist -6, aSyn rescue -5%, TDP-43 yeast inh -8%, D3 antag -19, EPAC2 ag 4% and Abeta yeast res 14%.
For CCc1ccc(S(=O)(=O)Nc2cc(SCC(=O)O)c(O)c3ccccc23)cc1 the results were EPAC2 antagonist inconclusive, FUS yeast rescue 9%, DRD3 agonist -2, aSyn rescue -11%, TDP-43 yeast inh 1%, D3 antag -63*, EPAC2 ag 10% and Abeta yeast res -31%.
Screening CC[C@@H]1CCCCc2ccccc2[C@@H](C(=O)C[C@H](O)CC(C)=O)OC1=O returned EPAC2 antagonist -3%, FUS yeast rescue 4%, DRD3 agonist 24, aSyn rescue 1%, TDP-43 yeast inh -7%, D3 antag 26, EPAC2 ag -2% and Abeta yeast res 1%.
COCCCN1C(=O)c2ccccc2C1C(=O)NC1CCCCCC1 (stereo unspecified) was read as EPAC2 antagonist 14%, FUS yeast rescue 10%, DRD3 agonist -3, aSyn rescue -1%, TDP-43 yeast inh -21%, D3 antag inconclusive, EPAC2 ag 7% and Abeta yeast res 10%.
`C=CCn1c(SCc2c(C)noc2C)nc2cc(C(=O)O)ccc2c1=O` gave EPAC2 antagonist 8%, FUS yeast rescue 7%, DRD3 agonist 36*, aSyn rescue 2%, TDP-43 yeast inh -8%, D3 antag 8, EPAC2 ag 1% and Abeta yeast res 1%.
C[C@H](c1ccccc1)n1nnc(COCc2ccccc2)c1C#CCOCc1ccccc1 was read as EPAC2 antagonist -21%, FUS yeast rescue 2%, DRD3 agonist -31, aSyn rescue 5%, TDP-43 yeast inh -5%, D3 antag inconclusive, EPAC2 ag -7% and Abeta yeast res 2%.
`CCCCn1nnnc1SCC(=O)NC1CCCCC1` gave EPAC2 antagonist -6%, FUS yeast rescue 6%, DRD3 agonist 2, aSyn rescue 1%, TDP-43 yeast inh -18%, D3 antag 7, EPAC2 ag 16% and Abeta yeast res 3%.
CC(=O)OC1CC(C)(C)N(OC(=O)c2ccccc2)C(C)(C)C1 was read as EPAC2 antagonist -2%, FUS yeast rescue 2%, DRD3 agonist 1, aSyn rescue 4%, TDP-43 yeast inh -15%, D3 antag 7, EPAC2 ag -23% and Abeta yeast res -27%.
`O=C1COc2ccccc2C(c2nc3ccccc3[nH]2)N1Cc1ccccc1` (stereo unspecified) gave EPAC2 antagonist 5%, FUS yeast rescue -12%, DRD3 agonist -5, aSyn rescue 0%, TDP-43 yeast inh 14%, D3 antag 0, EPAC2 ag 7% and Abeta yeast res -5%.
NC(=O)c1ccsc1NC(=O)CSc1nnc2ccccn12 was read as EPAC2 antagonist -5%, FUS yeast rescue 15%, DRD3 agonist -1, aSyn rescue -6%, TDP-43 yeast inh -12%, D3 antag -10, EPAC2 ag -1% and Abeta yeast res -13%.
For Cc1csc(=O)n1CCC(=O)OC(C)C(=O)NCc1ccccc1 (stereo unspecified) the results were EPAC2 antagonist 22%, FUS yeast rescue 13%, DRD3 agonist -1, aSyn rescue 6%, TDP-43 yeast inh -11%, D3 antag 14, EPAC2 ag 0% and Abeta yeast res 3%.
`O=C(C1=NN[C@@H]2C(=O)N(Cc3ccccc3)C(=O)[C@H]12)c1ccc(F)cc1` gave EPAC2 antagonist -4%, FUS yeast rescue 6%, DRD3 agonist 0, aSyn rescue -4%, TDP-43 yeast inh -26%, D3 antag 4, EPAC2 ag 6% and Abeta yeast res -1%.
COc1cccc2sc(NNC(=O)COc3ccccc3)nc12 was read as EPAC2 antagonist -2%, FUS yeast rescue 7%, DRD3 agonist -2, aSyn rescue 0%, TDP-43 yeast inh -8%, D3 antag -1, EPAC2 ag 1% and Abeta yeast res 2%.
`N#Cc1cc2c([nH]c1=O)CCCC2` gave EPAC2 antagonist 6%, FUS yeast rescue -40%, DRD3 agonist 0, aSyn rescue 5%, TDP-43 yeast inh 10%, D3 antag -14, EPAC2 ag 4% and Abeta yeast res -4%.
Screening Cc1ccc(S(=O)(=O)C[C@@H]2OC[C@H](Cc3ccccc3)N2S(=O)(=O)c2ccc(C)cc2)cc1 returned EPAC2 antagonist 0%, FUS yeast rescue 17%, DRD3 agonist 3, aSyn rescue inconclusive, TDP-43 yeast inh 2%, D3 antag 17, EPAC2 ag 0% and Abeta yeast res 2%.
For COc1ccc(C(=O)N=c2sc3ccccc3n2C)cc1OC the results were EPAC2 antagonist -10%, FUS yeast rescue -8%, DRD3 agonist 1, aSyn rescue 0%, TDP-43 yeast inh -14%[1.82 µM], D3 antag 16, EPAC2 ag 3% and Abeta yeast res 13%.
`COc1ccccc1CNC(=O)c1ccc(N2CCCC2)c(NC(=O)NCc2ccc(C)cc2)c1` gave FUS yeast rescue 5%, DRD3 agonist -9, TDP-43 yeast inh 21% and Abeta yeast res -3%.
Screening Cc1onc(-c2ccccc2)c1C(=O)Nc1ccncc1 returned EPAC2 antagonist -3%, FUS yeast rescue 12%, DRD3 agonist 0, aSyn rescue 4%, TDP-43 yeast inh -6%, D3 antag -13, EPAC2 ag 1% and Abeta yeast res 9%.

Looked up by compound from the list above, 3 records:
For COc1ccc(C(=O)N=c2sc3ccccc3n2C)cc1OC the results were EPAC2 antagonist -10%, FUS yeast rescue -8%, DRD3 agonist 1, aSyn rescue 0%, TDP-43 yeast inh -14%[1.82 µM], D3 antag 16, EPAC2 ag 3% and Abeta yeast res 13%.
`COc1ccccc1CNC(=O)c1ccc(N2CCCC2)c(NC(=O)NCc2ccc(C)cc2)c1` gave FUS yeast rescue 5%, DRD3 agonist -9, TDP-43 yeast inh 21% and Abeta yeast res -3%.
Screening Cc1ccc(S(=O)(=O)C[C@@H]2OC[C@H](Cc3ccccc3)N2S(=O)(=O)c2ccc(C)cc2)cc1 returned EPAC2 antagonist 0%, FUS yeast rescue 17%, DRD3 agonist 3, aSyn rescue inconclusive, TDP-43 yeast inh 2%, D3 antag 17, EPAC2 ag 0% and Abeta yeast res 2%.

Assay outcomes from PubChem.
